High-throughput results from PubChem.
DDE Tn7 FP inh: inhibitors of Tn7 peptide binding to human fibrin DD(E); FP displacement of FITC-Tn7 peptide from fibrin DD(E); 0% = median of compound wells per plate; 370,000 compounds, 0.13% hits; AID 720508; inhibition, % at 8.3 µM;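 active = inhibition above the mean of compounds falling within the control limits plus 3 SD of them, cut at about 14% in these data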;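 note: 0% = plate median of compound wells and 100% = 10 µM Aha-Tn7 peptide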
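Assay system: Human fibrin DD(E) protein | Medium: Tris buffer with calcium and detergent, pH 7.8 | Reagent: 0.1 µM fluorescent Tn7 | Compound dosing: Single point at 8.3 µM | Times: 10 min preincubation, 3 h with tracer, room temperature | Detection: Fluorescence polarization of the labelled Tn7 tracer | Controls: Aha-Tn7 high control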
DDE Tn6 FP inh: inhibitors of Tn6 peptide binding to human fibrin DD(E). P02675. Fibrin DD(E) TRITC-Tn6 fluorescence polarization displacement. inhibition, % at 8.3 µM. 370,000 compounds, 0.21% hits. AID 720509;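 active = inhibition above a per-campaign cutoff: mean of compounds within control limits plus 3 SD, cut at about 15% in these data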;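 note: 0% = median of all compound wells on the plate and 100% = blocking peptide control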
PLCb3 inh: blocks human PLC-beta3 enzyme activity | Q01970 | Purified PLC-beta3, fluorogenic substrate, fluorescence | inhibition, % at 12.2 µM | 370,000 compounds, 0.18% hits | AID 720704; in the data active = inhibition above about 11%;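 note: 0% = median of compound wells on plate and 100% = full blocker control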
ADAM17 inh: ADAM17 inhibition, QFRET primary screen | P78536 | recombinant ADAM17, EDANS/DABCYL FRET peptide cleavage | inhibition, % at 6.95 µM | 370,000 compounds, 0.83% hits | AID 720648;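 active = inhibition above the mean of compounds lying between control limits plus 3 SD, set per campaign, cut at about 8.5% in these data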;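 note: 0% = DMSO-only wells as the low control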
PLC-gamma1 inh: blocks human PLC-gamma1 enzyme activity | P19174 | 370,000 compounds, 0.84% hits | purified PLC-gamma1, fluorogenic substrate, fluorescence | inhibition, % at 12.2 µM; in the data active = inhibition above about 9.5%
TDP2 absorb: blocks human TDP2 phosphodiesterase activity; O95551; recombinant TDP2, T5PNP hydrolysis, p-nitrophenol absorbance 415 nm; inhibition, % at 12.8 µM; 370,000 compounds, 0.34% hits;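 active = inhibition above the mean of all tested compounds plus 3 SD, set per campaign, cut at about 25% in these data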;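 note: 0% = DMSO with enzyme and 100% = buffer with substrate but no TDP2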
Target sequence (O95551 whole entry, looked up): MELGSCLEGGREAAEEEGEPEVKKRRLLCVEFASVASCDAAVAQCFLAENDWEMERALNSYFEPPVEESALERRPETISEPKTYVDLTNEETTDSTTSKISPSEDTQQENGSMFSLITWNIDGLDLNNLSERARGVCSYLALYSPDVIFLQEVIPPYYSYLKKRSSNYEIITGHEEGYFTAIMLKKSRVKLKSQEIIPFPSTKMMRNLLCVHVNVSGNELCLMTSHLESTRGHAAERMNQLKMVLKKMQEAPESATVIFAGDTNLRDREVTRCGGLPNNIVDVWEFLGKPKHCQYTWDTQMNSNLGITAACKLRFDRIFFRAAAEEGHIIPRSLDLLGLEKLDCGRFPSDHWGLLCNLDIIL
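Assay system: Recombinant human TDP2 | Quantity: 120 nM TDP2 per well | Incubation: 2 h at 37 °C | Signal: Epi absorbance | Evaluation: Percent inhibition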
ADAM10 inh: ADAM10 inhibition, QFRET primary screen. recombinant ADAM10, EDANS/DABCYL FRET peptide cleavage, 3 h. inhibition, % at 7 µM. 370,000 compounds, 0.62% hits. O14672;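 active = inhibition above a per-campaign cutoff equal to the mean of compounds falling between control-based bounds plus 3 SD, cut at about 20% in these data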;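 note: 0% = DMSO wells while the 100% control is not disclosed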
SIAE primary: blocks human sialic acid acetylesterase; Q9HAT2; SIAE FP-Rh probe binding, fluorescence polarization; inhibition, % at 9.66 µM; 370,000 compounds, 0.69% hits; AID 1053197;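 active = inhibition above a cutoff: mean of compounds within the control limits plus 3 SD of those, cut at about 17% in these data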;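 note: 0% = plate median of compound wells and 100% = probe without SIAE protein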
Target sequence (Q9HAT2 whole entry, looked up): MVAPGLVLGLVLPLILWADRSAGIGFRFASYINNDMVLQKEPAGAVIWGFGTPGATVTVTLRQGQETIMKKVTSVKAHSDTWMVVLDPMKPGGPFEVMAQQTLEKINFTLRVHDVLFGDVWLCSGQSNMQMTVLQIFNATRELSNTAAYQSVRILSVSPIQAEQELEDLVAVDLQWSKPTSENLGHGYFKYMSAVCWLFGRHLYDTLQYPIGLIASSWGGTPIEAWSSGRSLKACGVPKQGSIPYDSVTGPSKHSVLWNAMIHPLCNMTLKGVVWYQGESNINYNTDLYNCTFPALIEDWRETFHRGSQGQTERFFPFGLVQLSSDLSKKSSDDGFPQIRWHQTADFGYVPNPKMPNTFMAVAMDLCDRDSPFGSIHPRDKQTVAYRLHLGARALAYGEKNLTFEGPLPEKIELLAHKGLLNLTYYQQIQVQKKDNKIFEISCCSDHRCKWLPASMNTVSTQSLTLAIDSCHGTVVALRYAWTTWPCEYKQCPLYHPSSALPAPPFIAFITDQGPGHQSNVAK
ASAP1 GAP inh: inhibitors of human ASAP1 ArfGAP activity; 360,000 compounds, 0.19% hits; Q9ULH1; ASAP1-stimulated ARF1 GTP hydrolysis, GDP FP detection; inhibition, % at 16.5 µM; in the data active = inhibition above about 25%;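 note: 0% = vehicle with enzyme and substrate and 100% = no enzyme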
ARFGAP1 inh: inhibitors of rat ARFGAP1; Arfgap1-stimulated ARF1 GTP hydrolysis, GDP FP detection; AID 651572; inhibition, % at 16.5 µM; 360,000 compounds, 0.26% hits; Q62848;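 active = inhibition above a per-plate limit, mean inhibition of low control wells plus 3 SD, cut at about 25% in these data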;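 note: 0% = DMSO wells with enzyme and 100% = wells lacking Arfgap1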
Target sequence (Q62848 1-136 limits assumed): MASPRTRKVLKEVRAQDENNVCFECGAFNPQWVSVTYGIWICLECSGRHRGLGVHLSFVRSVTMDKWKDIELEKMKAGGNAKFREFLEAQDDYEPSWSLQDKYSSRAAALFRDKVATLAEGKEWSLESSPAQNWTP
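Material: truncated rat Arfgap1 GAP domain; Incubation: compound-enzyme preincubation 20 min, reaction 120 min, detection 60 min, 25 °C; Read-out: percent inhibition of Arfgap1-stimulated GTP hydrolysis; Technique: FP, GDP Alexa 633 tracer displaced from anti-GDP antibody, 620/688 nm; Controls: No-Arfgap1 wells (100%) versus DMSO full-reaction wells (0%); Replication: single well per compound.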
Numbers without * were called inactive; . = no result given.

The first 10 records, ahead of the listing:
SMILES	DDE Tn7 FP inh	DDE Tn6 FP inh	PLCb3 inh	ADAM17 inh	PLC-gamma1 inh	TDP2 absorb	ADAM10 inh	SIAE primary	ASAP1 GAP inh	ARFGAP1 inh
CN(C(=O)COC(=O)/C=C/c1ccc(S(=O)(=O)N2CCc3ccccc32)cc1)C1CCS(=O)(=O)C1 (stereo not drawn)	-7.7	-1.6	2.1	-2.9	2.9	0.4	3.4	-1.4	0.1	-8.1
Cc1cc(C)n(-c2ccc(F)cc2)c(=O)c1C(=O)O	0.3	-8.2	-0.7	0.6	2.8	-1.3	-18.3	1.8	1.5	0.0
COc1ccc2c(C)cc3nncn3c2c1	2.8	2.8	-0.1	-3.0	-0.2	0.2	-11.6	3.0	3.8	2.1
COC(=O)Cc1ccc(NC(=S)N2CCN(c3ccccn3)CC2)cc1	5.1	7.0	-5.1	-4.2	-0.6	4.5	-0.8	-0.8	7.5	8.8
O=C(NCc1ccccc1C(F)(F)F)C1CC(c2cccc(F)c2)=NO1 (stereo not drawn)	-0.1	-4.7	1.9	5.8	-1.6	-3.3	6.3	-0.2	-8.1	1.6
COC(=O)c1cc(NC(=O)c2cc(-c3ccccc3Cl)oc2C(F)(F)F)ccc1N1CCOCC1	-3.4	-7.2	-31.0	1.8	-14.0	-5.2	4.4	3.3	5.0	-3.0
CCOc1ccccc1N1CCN(C(=O)c2ccc(S(=O)(=O)Nc3ccccc3)cc2)CC1	-5.0	-1.2	-5.8	1.1	1.5	-3.2	13.4	-2.4	19.1	-6.0
COc1cccc(CN(C)CC2CCCN(CCc3ccc(Cl)cc3)C2)c1OC (stereo not drawn)	-1.8	6.4	-2.2	-4.6	2.0	8.1	-9.4	-3.2	-1.3	0.8
COC(=O)C1=C(COc2ccccc2)NC(=O)NC1c1ccc(Br)cc1 (stereo not drawn)	0.4	-8.0	2.4	1.9	5.9	2.5	1.2	1.2	0.3	11.5
Cc1ccc(NC(=O)[C@@H]2CC(=O)O[C@@H]2c2ccccc2)cc1C	2.4	5.8	1.5	-2.9	1.3	3.0	-2.8	15.1	.	.

All compounds of this part, previewed entries included:
SMILES	DDE Tn7 FP inh	DDE Tn6 FP inh	PLCb3 inh	ADAM17 inh	PLC-gamma1 inh	TDP2 absorb	ADAM10 inh	SIAE primary	ASAP1 GAP inh	ARFGAP1 inh
CN(C(=O)COC(=O)/C=C/c1ccc(S(=O)(=O)N2CCc3ccccc32)cc1)C1CCS(=O)(=O)C1 (stereo not drawn)	-7.7	-1.6	2.1	-2.9	2.9	0.4	3.4	-1.4	0.1	-8.1
Cc1cc(C)n(-c2ccc(F)cc2)c(=O)c1C(=O)O	0.3	-8.2	-0.7	0.6	2.8	-1.3	-18.3	1.8	1.5	0.0
COc1ccc2c(C)cc3nncn3c2c1	2.8	2.8	-0.1	-3.0	-0.2	0.2	-11.6	3.0	3.8	2.1
COC(=O)Cc1ccc(NC(=S)N2CCN(c3ccccn3)CC2)cc1	5.1	7.0	-5.1	-4.2	-0.6	4.5	-0.8	-0.8	7.5	8.8
O=C(NCc1ccccc1C(F)(F)F)C1CC(c2cccc(F)c2)=NO1 (stereo not drawn)	-0.1	-4.7	1.9	5.8	-1.6	-3.3	6.3	-0.2	-8.1	1.6
COC(=O)c1cc(NC(=O)c2cc(-c3ccccc3Cl)oc2C(F)(F)F)ccc1N1CCOCC1	-3.4	-7.2	-31.0	1.8	-14.0	-5.2	4.4	3.3	5.0	-3.0
CCOc1ccccc1N1CCN(C(=O)c2ccc(S(=O)(=O)Nc3ccccc3)cc2)CC1	-5.0	-1.2	-5.8	1.1	1.5	-3.2	13.4	-2.4	19.1	-6.0
COc1cccc(CN(C)CC2CCCN(CCc3ccc(Cl)cc3)C2)c1OC (stereo not drawn)	-1.8	6.4	-2.2	-4.6	2.0	8.1	-9.4	-3.2	-1.3	0.8
COC(=O)C1=C(COc2ccccc2)NC(=O)NC1c1ccc(Br)cc1 (stereo not drawn)	0.4	-8.0	2.4	1.9	5.9	2.5	1.2	1.2	0.3	11.5
Cc1ccc(NC(=O)[C@@H]2CC(=O)O[C@@H]2c2ccccc2)cc1C	2.4	5.8	1.5	-2.9	1.3	3.0	-2.8	15.1	.	.
Cc1ccc([N+](=O)[O-])c(C)[n+]1C	3.6	9.3	-5.9	-3.1	-4.6	0.7	-5.5	0.4	0.6	0.1
O=C(C1CC1)N1CCN=C1SCc1ccccc1	2.7	-7.8	-1.6	-3.5	-2.8	0.1	-15.0	-4.5	-4.3	-3.7
CCc1nc2c(OCc3ccc(Cl)cc3)cccn2c1N(C)C(=O)c1cccs1	0.6	-7.1	-2.7	3.9	3.2	-5.4	-10.2	-2.1	6.3	14.9
O=C(Cc1ccc(Cl)cc1)N1CCN(c2ccc(F)cc2)CC1	3.3	-1.4	2.4	-2.9	-1.1	17.1	0.0	1.6	0.3	0.8
CCN(CC)CCNc1c2c(c(C#N)c3nc4ccccc4n13)CCCC2	0.0	-5.3	-314.2	-56.3	-230.7	-2.2	-266.9	-3.8	7.6	6.9
NC(=O)C1CCCN(C(=O)c2cccc(S(=O)(=O)N(Cc3ccccc3)c3ccccc3)c2)C1 (stereo not drawn)	7.4	2.0	-3.6	-8.1	-1.2	-2.9	-7.3	7.8	-8.7	-4.6
Cc1cc(C)n(Cc2ccc(C(=O)N/N=C/c3ccc(-c4ccc([N+](=O)[O-])cc4)o3)o2)n1	-1.3	-2.8	-56.8	4.2	-38.7	-17.3	-116.2	-1.1	0.5	9.6
Cc1cc(C)n(-c2nnc(C)n2/N=C/c2ccccc2O)n1	3.8	2.2	5.2	-2.6	0.2	0.7	-1.4	8.4	1.9	7.7
COc1cccc(OC)c1C(=O)Nc1ccc(Cc2ccncc2)cc1	-5.7	-3.5	2.4	6.5	-0.2	-8.2	6.3	-0.5	6.6	-6.3
O=C(O)CSc1nc(-c2ccccc2)cc(=O)[nH]1	1.8	5.0	-0.1	-3.6	0.5	-0.5	1.2	2.1	7.2	-2.5
O=C(Nc1ncccc1O)c1ccc2c(c1)OCO2	0.9	-4.3	-2.8	-0.5	0.8	4.3	1.0	2.7	5.7	8.2
COC(=O)c1cccc(NC(=O)CSc2nnc(COc3cccc(C)c3)n2C)c1	2.4	-0.8	1.6	0.2	-0.6	-0.6	14.3	-5.8	-2.4	12.9
Cc1ccccc1NC(=O)/C(=C\c1cccs1)NC(=O)c1ccco1	-9.0	-7.0	0.2	3.5	5.4	2.8	2.1	1.9	17.1	0.1
COc1cccc(-n2ccnc2SCC(=O)Nc2cc(C)on2)c1	1.3	-1.2	-3.8	-4.4	-1.6	-4.0	1.2	-9.2	-0.4	0.9
Cc1nn(-c2ccccc2)c(C)c1/C=N/NC(=O)CSc1nnc(SCc2ccc(Cl)cc2)s1	0.9	-1.9	0.6	5.6	9.1	-2.6	14.0	-42.0	6.2	7.0
Cc1ccc(NC(=S)NNC(=O)CCn2cc(C)cn2)cc1	0.8	-2.8	2.4	-2.0	1.5	7.3	1.7	5.3	-2.3	-2.1
CC(C)Cn1c(SCC(=O)N2CC(=O)Nc3ccccc32)nc2ccccc21	-3.3	-2.7	0.9	-1.1	-0.7	-1.2	0.8	-8.7	-0.8	5.8
Cc1ccc(Cn2cc(CN(C3CC3)S(=O)(=O)c3ccccc3Br)nn2)cc1	-2.2	9.2	-0.6	1.6	-0.1	-8.1	4.7	-3.3	.	.
CCCCOCCCNC(=O)C[C@H]1C[C@@]2(C(=O)OC)C(=C[C@H](C(C)C)O[C@@H]2C2CC2)N(Cc2cccc3ccccc23)C1=O	-0.6	-5.0	-0.8	6.0	2.6	2.7	17.9	-3.6	.	.
CN1C(=O)NC(c2ccccc2)(C(F)(F)F)S/C1=C(/C#N)c1nnc(N2CCOCC2)n1-c1ccccc1 (stereo not drawn)	6.4	-0.1	0.1	-5.0	-3.1	11.7	2.8	0.4	-3.2	4.7
COc1ccc(CCNC(=O)C(Sc2ccccn2)c2ccccc2)cc1OC (stereo not drawn)	1.8	10.0	-7.5	-3.0	-2.5	4.8	-0.3	1.5	-15.1	6.3
CCOc1ncccc1C(=O)Nc1ccc2c(C)cc(=O)oc2c1	1.5	-1.3	1.7	-1.2	3.2	3.3	-14.6	4.8	2.6	5.0
CCCCN(CCCC)CCNC(=O)c1cn(CC)c2ccc(S(=O)(=O)N3CCc4ccccc4C3)cc2c1=O	2.6	-4.7	-5.3	-0.8	0.2	-0.2	1.4	0.4	4.1	5.3
Cc1nn(C)cc1S(=O)(=O)Nc1ccccc1Br	0.0	-4.4	-0.3	2.0	-0.4	5.2	1.3	-0.4	0.4	8.1
Cc1cccc(C)c1NC(=O)COC(=O)c1ccc2c(c1)OCO2	-1.4	-0.8	7.5	6.3	0.8	-17.0	11.4	3.2	9.1	-2.9
CS(=O)(=O)c1ccc2nc(NC(=O)C3CCCO3)sc2c1 (stereo not drawn)	1.3	3.1	-47.0	0.3	0.9	9.5	1.9	-6.0	8.2	-0.1
CCOC(=O)c1cc(C#N)c(NCc2ccccc2)nc1C	4.2	-1.1	-1.2	-8.7	1.3	12.8	-19.9	-2.5	-10.3	7.3
N#Cc1cccc(NC(=O)CCn2ccnc2)c1	2.6	0.5	-0.4	-3.2	-0.8	2.7	2.8	-2.2	-7.2	6.6
CC12CCC(C/C1=N\OC(=O)c1ccc(F)cc1)C2(C)C (stereo not drawn)	1.7	-4.0	-3.8	-10.3	0.4	-2.7	5.5	-4.9	15.7	8.2
COCCN(C(=O)CNC(=O)c1cccs1)C(C(=O)NC1CCCC1)c1cccs1 (stereo not drawn)	0.0	7.0	1.7	-3.4	-2.4	0.0	2.4	-8.6	10.8	-0.8
CC(C)C[C@H](NC(=O)c1nc[nH]c1C(=O)NC1CCN(C(=O)OC(C)(C)C)CC1)C(=O)OC(C)(C)C	-11.9	4.8	3.3	9.4*	-1.0	-17.3	24.2*	-2.4	-18.1	15.3
OCc1nc2ccccc2n1CCc1ccccc1	6.6	-9.2	-2.5	-2.6	0.7	11.8	2.5	-7.3	-1.0	6.2
CSCCCNC(=S)Nc1ccc(N2CCOCC2)cc1N1CCOCC1	2.6	6.2	-5.8	-6.0	-0.4	0.6	0.2	8.4	-3.8	14.9
CCOc1ccc(NC(=O)C2Cc3ccccc3CN2S(=O)(=O)CC)cc1 (stereo not drawn)	-2.1	-2.3	-8.6	-2.8	-2.6	2.1	-1.2	-11.2	6.5	7.0
